All columns: NCI-60 one-dose screen, growth in % after 48 h at 10 µM unless noted; 100 = growth as untreated, 0 = no growth, -100 = all killed.
HT29 – HT29 colon cancer | 7.4% of 81,000 active | AID 1794748
HCT-15 – HCT-15 colon cancer; 5.2% of 82,000 active
COLO 205 – COLO 205 colon cancer; 7.3% of 79,000 active; AID 1794742
SW-620 – SW-620 colon cancer. 5.2% of 82,000 active. AID 1794795
NCI-H460 – NCI-H460 lung cancer. 6.8% of 82,000 active. AID 1794736
NCI-H322M – NCI-H322M lung cancer; 2.7% of 80,000 active
KM12 – KM12 colon cancer cells; AID 1794800; 5% of 82,000 active
HCT-116 – HCT-116 colon cancer; 7.3% of 82,000 active
NCI-H226 – NCI-H226 lung cancer; 3.5% of 79,000 active
An asterisk follows results filed as active; x = not tested or not shown. Rule for the calls: active = growth percent below 10; inactive = the rest.

item	mol	HT29	HCT-15	COLO 205	SW-620	NCI-H460	NCI-H322M	KM12	HCT-116	NCI-H226
1	CC(=O)c1cc2c(cc1C)C(C)CCC2(C)C (stereo not drawn)	99	104	107	112	110	104	107	104	108
2	CCOC(=O)c1c(C=O)nc2ccccc2c1/C=C/c1ccc(OC)cc1	103	91	108	106	105	99	100	x	87
3	Nc1ccc(O)c(S(=O)(=O)O)c1	103	109	104	113	113	97	108	104	99
4	CCC(=O)N1CCCC1=O	102	102	102	100	103	106	101	108	100
5	CN(C(=O)Nc1ccccc1)c1ccc(O)cc1	111	112	131	124	119	111	113	103	98
6	O=C1OC(=O)c2c(I)cccc21	115	99	111	105	103	104	111	100	95
7	CC1=CC(=O)C(/C(C)=N/NC(=O)c2ccccc2NC(=O)c2ccc(C)cc2)C(=O)O1 (stereo not drawn)	86	106	108	90	94	100	89	93	88
8	NS(=O)(=O)Oc1ccc(-c2ccc3sccc3c2)cc1	107	103	114	100	103	x	101	95	88
9	COc1ccc(NC(=O)c2cccc(-c3cc(=O)c4c(OC)c(OC)c(OC)cc4o3)c2)cc1	67	47	69	93	66	76	55	63	82
10	Nc1nc2c(c3ncccc13)C(c1ccccc1)Cc1ncccc1-2 (stereo not drawn)	57	46	88	53	92	102	50	63	88
11	CCOC(=O)c1c(N2CCOCC2)[nH]c(=O)c(C=Nc2c(Cl)cccc2Cl)c1O	106	101	122	112	107	97	102	100	94
12	O=C(Oc1cccc2cccnc12)c1ccc(Cl)cc1	110	101	113	100	107	103	109	98	100
13	Cc1ccc(-c2cnc3sc4ccc(Cl)cc4n23)cc1	100	100	97	90	104	93	97	89	75
14	NC(N)=NC(N)=Nc1ccc2ccccc2c1	93	98	96	93	99	85	90	87	83
15	CN(C)CCCNC(=O)OCc1ccc2c(Cl)cc(Cl)c(O)c2n1	104	38	108	103	101	96	103	97	107
16	COc1cc(C2CC(C3C(=O)N(C)C(=O)N(C)C3=O)=NN2C=O)cc(OC)c1OC (stereo not drawn)	76	102	99	98	100	91	102	102	96
17	O=S(=O)(NCCNc1nccc(-c2c(-c3cccc(F)c3)nc3occn23)n1)c1cccc2ccccc12	34	42	41	72	58	75	50	36	54
18	N=C(N)SCC1CCCCC1	88	109	105	106	109	109	98	97	121
19	OC(CBr)C(O)C(O)C(O)CBr (stereo not drawn)	x	108	102	100	103	102	102	114	94
20	Brc1ccc(Br)c2cnccc12	95	100	117	104	105	113	107	99	102
21	COc1cc2nc(Cl)nc(Nc3cccc(C4=NN(C(C)=O)C(c5ccc(Cl)cc5)C4)c3)c2cc1OC (stereo not drawn)	89	72	91	101	72	84	85	85	82
22	Cc1ccc2sc(C)cc(=O)c2c1	101	106	115	106	111	107	106	100	111
23	O=CNc1ccccc1Sc1ccc(C(=O)O)cc1[N+](=O)[O-]	106	99	114	101	103	102	99	108	93
24	CCOC(=O)c1nc2sc3c(c2c(=O)[nH]1)CCCC3	104	91	118	107	100	107	104	105	106
25	CCC(=C(c1ccc(OCCCN(C)C)cc1)c1ccc(OCCCN(C)C)cc1)c1ccc(Cl)cc1	-75*	-83*	-67*	-74*	-71*	-97*	-79*	-94*	-67*
26	COc1cc(/C=N/NC(=O)c2cnn3c2NC(c2ccccc2)C3)ccc1Oc1ccccc1 (stereo not drawn)	0.5*	17	25	25	7.2*	31	17	1.8*	54
27	Fc1ccc(Oc2ccc(F)cc2)cc1	101	100	114	104	106	104	102	102	97
28	COCO[C@@]12C(=O)N(C)c3cccc(c31)C=C1C(C)(C)N(Cc3ccc(OC)cc3OC)C(=O)[C@]12C(=O)OC	95	106	108	115	101	97	108	88	95
29	C/C(CC(c1ccccc1)N1CCc2ccccc2C1)=N/O (stereo not drawn)	104	101	111	104	103	102	105	98	92
30	O=C1NN(C(=O)c2ccc(O)cc2)C(c2ccccc2)=N/C1=C\c1cn(-c2ccccc2)nc1-c1ccccc1	95	103	x	110	100	97	98	96	103
31	Nc1ccccc1NC(=O)c1ccc(-n2nc(-c3ccccc3)c3ccccc32)cc1	88	77	117	85	79	83	91	58	65
32	COc1ccc2[nH]c(O)c(N=NC(=O)c3oc4ccccc4c3C)c2c1	27	41	23	35	-23*	31	44	-29*	x
33	Cn1c(S)c(N=Nc2cccc3ccccc23)sc1=O	102	92	107	93	101	92	100	86	80
34	Cc1cc(C)c(CCO)c(C)c1	92	110	112	105	100	109	105	108	110
35	Cc1nccc2c3ccc(OCc4cn(-c5ccc(Br)cc5)nn4)cc3n(CC(C)C)c12	4.3*	36	15	48	44	91	45	23	58
36	COc1ccc(-c2c(C#N)c(N)n3nc(N)c(C#N)c3c2C#N)cc1	88	88	118	86	99	95	109	79	94
37	O=c1ccn(C2OC(F)(CO)C(O)C2F)c(=O)[nH]1 (stereo not drawn)	95	103	x	104	107	113	104	104	102
38	COc1ccc(CNc2nccnn2)cc1	98	111	95	104	106	103	99	101	92
39	O=C(NCCNc1nccc(-c2c(-c3cccc(F)c3)nc3sccn23)n1)c1c(F)cccc1F	20	31	19	47	25	58	48	25	41
40	CCCCCCCCCCCCCCCCNC(=S)N/N=C/c1ccc(O)cc1O	37	51	98	67	37	95	72	52	76
41	CC1(COC2Nc3ccc([N+](=O)[O-])cc3OC2(C)CO)C=Nc2ccc([N+](=O)[O-])cc2O1 (stereo not drawn)	96	98	103	108	103	101	96	88	93
42	CNC(=O)c1cc(Oc2cccc3nc(NC(=O)Nc4cc(C(F)(F)F)ccc4Cl)ccc23)ccn1	90	90	68	112	101	101	97	60	99
43	COC(=O)[C@H](Cc1ccccc1)NC(=O)[C@@H](N)CC(=O)O	100	101	100	105	112	102	101	92	95
44	CC(=O)c1sc(/N=C2\NC(=O)/C(=C/c3ccc(F)cc3)S2)nc1C	92	99	110	112	108	95	101	90	99
45	O=C(Nc1ncccc1OCc1ccccc1Cl)Nc1cccc2ccccc12	67	68	98	70	87	94	92	90	94
46	O=Nc1nc2ncccn2c1-c1ccccc1	x	102	86	69	108	151	89	70	108
47	O=c1c(-c2n[nH]c(=S)o2)cnc2n1CCCCC2	115	104	111	101	109	103	108	112	98
48	COC(=O)c1nc(-c2ccccc2)oc1N1CCCCC1	89	87	101	90	100	94	96	99	91

Reformatted with one line to a screen: part of the list above
41) CC1(COC2Nc3ccc([N+](=O)[O-])cc3OC2(C)CO)C=Nc2ccc([N+](=O)[O-])cc2O1 (stereo not drawn)
42) CNC(=O)c1cc(Oc2cccc3nc(NC(=O)Nc4cc(C(F)(F)F)ccc4Cl)ccc23)ccn1

compound no. | 41 | 42
HT29 | 96 | 90
HCT-15 | 98 | 90
COLO 205 | 103 | 68
SW-620 | 108 | 112
NCI-H460 | 103 | 101
NCI-H322M | 101 | 101
KM12 | 96 | 97
HCT-116 | 88 | 60
NCI-H226 | 93 | 99

(list continues)
item	mol	HT29	HCT-15	COLO 205	SW-620	NCI-H460	NCI-H322M	KM12	HCT-116	NCI-H226
49	O=C1C=C(NCCN2CCOCC2)C(=O)c2c(OCc3ccccc3)cccc21	103	99	105	101	102	99	103	90	88
50	C[C@H](c1nc2ccccc2[nH]1)[C@H]1CC[C@H]2[C@@H]3CCC4=CC(=O)CC[C@]4(C)[C@H]3CC[C@]12C	52	65	76	107	96	96	92	68	70
51	CC1CCN(C)CC1	103	100	107	107	104	107	105	105	103
52	c1csc(-c2nc(-c3cc4ccccc4c(N4CCOCC4)n3)cs2)c1	97	90	20	97	100	94	100	100	107
53	O=C1Nc2ccccc2C12Nc1cc(Cl)ccc1S2 (stereo not drawn)	95	x	98	120	88	87	80	85	91
54	Cc1ncc(C(=O)Nc2ccc(CN3CCN(C)CC3)c(C(F)(F)F)c2)cc1C#Cc1cnc(N)c2ncccc12	-14*	20	1.6*	17	27	30	7.5*	-75*	43
55	COc1ccc2c(c1OC)C(=O)O[C@H]2[C@H]1c2c(cc3c(c2OC)OCO3)CCN1C	104	96	104	92	105	104	95	93	100
56	COc1cc(C)ccc1Cl	106	99	110	99	102	97	100	109	104
57	Nc1ncnc2c1ncn2C1OC(COC(c2ccccc2)(c2ccccc2)c2ccccc2)C(O)C1O (stereo not drawn)	83	98	99	98	26	96	99	92	92
58	O=C(OCc1ccc2cccc(O)c2n1)c1cc2cc(F)ccc2[nH]1	106	93	110	96	105	103	95	92	68
59	CCOC(=O)c1c(C)[nH]c(C(=O)O)c1C	104	105	118	117	119	114	109	110	105
60	COc1ccc(C(=O)/C=C/c2ccc3c(c2)OCO3)cc1	99	89	100	103	104	96	94	92	86
61	NC(N)=N/N=C(\C(=N\N=C(N)N)c1ccccc1)c1ccccc1	110	93	115	107	107	96	107	108	97
62	COc1cccc(C(=O)Nc2cccc(C#Cc3cccc4[nH]nc(N)c34)c2)c1	38	29	68	34	45	84	13	33	49
63	O=S(=O)(O)CCCCS(=O)(=O)c1ccccc1	108	94	102	96	104	105	100	114	98
64	COc1ccc(-c2nc3ccc(C)cc3c3c2c(=O)n(C)c(=O)n3C)cc1OC	108	108	109	103	112	118	116	105	108
65	CCOC(=O)c1ccc(Nc2nc(/C=C/c3ccc(OC)cc3)nc3ccccc23)cc1	96	95	109	103	105	96	100	97	91
66	N#CCCN1CCCC1=O	114	103	102	100	102	99	102	95	94
67	O=C(Nc1ccccc1Br)c1ccc(Cl)cc1Cl	105	108	112	100	103	105	110	100	89
68	C=C1SC(=Nc2ccccc2Cl)N(C(=O)c2sc3ccccc3c2Cl)C1(C)C	62	81	-44*	68	15	66	29	54	77
69	NC/C(=C/F)COc1ccc2nc(NCc3cccnc3)oc2c1	112	109	111	97	99	111	103	96	94
70	COC(=O)c1cccc2c1C(=O)c1ccccc1-2	133	96	123	107	108	137	109	102	104
71	O=C(NO)c1ccc(CN2CCN(c3nc(-c4ccccc4)c4ccccc4n3)CC2)cc1	30	23	7.0*	16	6.1*	24	19	19	3.3*
72	Cc1cc(C)c2c(c1)N(C)c1ncnc(N(C)C)c1CC2C (stereo not drawn)	105	86	113	104	103	103	89	93	108
73	C=C(C)C(=O)O[C@H]1C[C@@]2(C)OC(=CC2=O)/C(C)=C\[C@H]2OC(=O)C(=C)[C@H]12	2.0*	1.2*	-50*	-42*	13	80	-8.3*	-69*	-1.7*
74	C=CCSC(CC)(CC)C(N)=O	107	104	106	128	100	89	104	107	95
75	CN(C)CCOc1c(Cc2ccccc2)ccc2ccccc12	83	91	85	94	98	89	93	82	93
76	O=C(O)c1ccc(-c2nn(-c3ccc(C(=O)O)cc3)cc2CNc2ncccc2F)cc1	103	100	110	102	103	106	99	104	100
77	Cc1ccc(C(C)C)cc1Oc1cccc(-c2c(-c3ccc(C(F)(F)F)cc3)ncn2C2CCNCC2)n1	-92*	-94*	-88*	-86*	-84*	-98*	-79*	-94*	-78*
78	Fc1ccc(-c2ccc(F)cc2)cc1	103	108	117	111	107	106	104	97	101
79	CCC/C=C(/C=N\NC(N)=S)CC	76	68	100	89	99	101	91	89	114
80	c1coc2occoc=2o1	106	102	122	110	113	110	106	109	97
81	O=NN(Cc1cccnc1)C(=O)NC1CCCCC1	103	108	111	107	109	106	109	104	x
82	COc1ccc(-n2nnc3c(N)c(C#N)c(N)nc32)cc1	87	104	120	103	98	94	99	98	108
83	Nc1nc(NC(=O)Nc2ccccc2)nn1-c1ccc(S(N)(=O)=O)cc1	102	99	96	93	98	96	90	95	96
84	c1ccc(-c2nn(-c3ccccc3)cc2-c2nc3ccccc3[nH]2)cc1	92	92	113	95	101	96	103	84	85
85	COc1ccc(S(=O)(=O)O)c2ccccc12	99	99	112	103	109	89	102	109	98
86	O=C1C=C(N2CCCCC2)C(=O)c2ccccc21	108	105	98	113	104	106	100	99	89
87	Cc1ccc(S(=O)(=O)NC(=O)O/N=C/c2ccc3c(c2)OCO3)cc1	110	90	114	105	110	107	109	103	x
88	CCOC(=O)c1sc2ccc(N)cc2c1NC(=O)c1ccccc1	109	92	x	95	102	100	102	92	87
89	CCCc1c(CC)cc(CC)c[n+]1-c1ccccc1	82	106	103	110	107	102	99	95	97
90	CCCCCCCCN(CCCCCCCC)CCCCCCCCCN1CCCc2cc(OC)ccc21	85	89	88	99	102	96	104	76	90
91	Cc1noc(C)c1CSc1ccccc1C(=O)N1CCN(c2cccc(C(F)(F)F)c2)CC1	69	72	74	87	84	x	79	55	76
92	CC(Cc1ccccc1)c1ccccc1 (stereo not drawn)	110	99	102	105	101	104	105	110	100
93	O=C(CN1CCN(c2cc(=O)n(-c3ccccc3)c3ccccc23)CC1)Nc1nc(-c2ccccc2)cs1	73	25	60	69	32	89	63	53	48
94	O=C(Nc1nc2ccc(C(=O)N3CCN(C(=O)c4ccco4)CC3)cc2s1)c1ccc(NCCc2ccccc2)c([N+](=O)[O-])c1	104	109	114	104	107	104	98	95	88

Compounds above that have an NH in an aromatic ring:
item	mol	HT29	HCT-15	COLO 205	SW-620	NCI-H460	NCI-H322M	KM12	HCT-116	NCI-H226
11	CCOC(=O)c1c(N2CCOCC2)[nH]c(=O)c(C=Nc2c(Cl)cccc2Cl)c1O	106	101	122	112	107	97	102	100	94
24	CCOC(=O)c1nc2sc3c(c2c(=O)[nH]1)CCCC3	104	91	118	107	100	107	104	105	106
32	COc1ccc2[nH]c(O)c(N=NC(=O)c3oc4ccccc4c3C)c2c1	27	41	23	35	-23*	31	44	-29*	x
37	O=c1ccn(C2OC(F)(CO)C(O)C2F)c(=O)[nH]1 (stereo not drawn)	95	103	x	104	107	113	104	104	102
47	O=c1c(-c2n[nH]c(=S)o2)cnc2n1CCCCC2	115	104	111	101	109	103	108	112	98
50	C[C@H](c1nc2ccccc2[nH]1)[C@H]1CC[C@H]2[C@@H]3CCC4=CC(=O)CC[C@]4(C)[C@H]3CC[C@]12C	52	65	76	107	96	96	92	68	70
58	O=C(OCc1ccc2cccc(O)c2n1)c1cc2cc(F)ccc2[nH]1	106	93	110	96	105	103	95	92	68
59	CCOC(=O)c1c(C)[nH]c(C(=O)O)c1C	104	105	118	117	119	114	109	110	105
62	COc1cccc(C(=O)Nc2cccc(C#Cc3cccc4[nH]nc(N)c34)c2)c1	38	29	68	34	45	84	13	33	49
84	c1ccc(-c2nn(-c3ccccc3)cc2-c2nc3ccccc3[nH]2)cc1	92	92	113	95	101	96	103	84	85

Screening results: PubChem, NCI
